Screening results deposited in PubChem BioAssay by Sanford-Burnham Center for Chemical Genomics.
EBI2 block: blocks human EBI2 receptor beta-arrestin signaling; AID 651636; inhibition, % at 5 µM; P32249; EBI2 beta-arrestin recruitment, luminescence, 7a,25-OHC stimulated; 0.81% of 360,000 active; in the data active = inhibition above about 38%;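 note: enzyme fragment complementation signal reports receptor beta-arrestin coupling in cells; 0% = agonist plus DMSO wells and 100% = wells without agonist; some results beyond the cut were filed as inactive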
UPR XBP1 act: adaptive UPR (XBP1) activation; CHO-XBP1 luciferase reporter, IRE1-XBP1 UPR activation, luminescence; percent of tunicamycin response, DMSO as zero; activation, % at 20 µM; 0.33% of 330,000 active;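 active = versus positive control, 20 µM dose yields 30% or more activation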;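 note: 100% = tunicamycin at 10 µg/mL and 0% = DMSO only wells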
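Assay system: CHO-XBP1 luciferase reporter cells; Schedule: 6 h treatment, 37 °C; Detection: glow luminescence from Steady-Glo reagent; Benchmarks: high control tunicamycin 10 µg/mL final, low control DMSO vehicle only.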
CCR6 antagonist: CCR6 (human) receptor antagonism; P51684; CHO-K1 CCR6 PathHunter beta-arrestin, luminescence, CCL20-stimulated; inhibition, % at 20 µM; 0.49% of 340,000 active;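 active = compounds whose inhibition of the agonist-driven luminescence signal at 20 µM reaches about 50%, limit read from the data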;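 note: cells stimulated with CCL20 at 14 nM final; plate controls were DMSO with CCL20 for no effect and DMSO without agonist for full effect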
Target sequence (P51684 whole entry, looked up): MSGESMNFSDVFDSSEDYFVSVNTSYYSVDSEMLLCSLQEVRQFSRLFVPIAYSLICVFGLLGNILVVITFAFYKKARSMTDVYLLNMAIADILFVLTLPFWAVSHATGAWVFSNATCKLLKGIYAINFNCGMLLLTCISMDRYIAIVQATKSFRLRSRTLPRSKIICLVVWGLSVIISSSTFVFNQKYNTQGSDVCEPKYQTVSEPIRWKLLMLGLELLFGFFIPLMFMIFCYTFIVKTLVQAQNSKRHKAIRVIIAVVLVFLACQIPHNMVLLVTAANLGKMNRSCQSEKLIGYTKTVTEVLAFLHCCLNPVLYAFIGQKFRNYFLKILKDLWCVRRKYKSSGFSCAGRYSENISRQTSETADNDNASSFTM
CXCR6 block: blocks human CXCR6 beta-arrestin recruitment; inhibition, % at 20 µM; O00574; AID 602244; CHO-K1 PathHunter CXCR6 beta-arrestin, luminescence; 0.36% of 360,000 active; in the data active = inhibition above about 34%, passing the limit was not always enough;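 note: antagonist mode with CXCL16 agonist at 10 nM final; 0% = 10 nM CXCL16 with DMSO and 100% = unstimulated wells without agonist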
tim23-1 inh: growth inhibitors of tim23-1 mutant yeast; inhibition, % at 20 µM; AID 463212; S. cerevisiae tim23-1 growth, BacTiter-Glo luminescence, 24 h; 1.3% of 330,000 active;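 active = growth inhibition of the mutant yeast at or above 50%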;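 note: temperature-sensitive mutant grown at 25 °C; plate controls were DMSO-treated mutant yeast for no effect and medium wells lacking yeast for full effect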
APJ antag: blocks the human apelin receptor APJ | CHO-K1 APJ beta-arrestin complementation, luminescence | inhibition, % at 20 µM | 0.32% of 330,000 active;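 active = inhibition above about 40% at 20 µM, limit read from the data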;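 note: cells challenged with 10 nM apelin-13 agonist together with compound; plate controls were apelin-13 plus DMSO wells for no effect and DMSO wells lacking apelin-13 for full effect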
Target sequence (P35414 whole entry, looked up): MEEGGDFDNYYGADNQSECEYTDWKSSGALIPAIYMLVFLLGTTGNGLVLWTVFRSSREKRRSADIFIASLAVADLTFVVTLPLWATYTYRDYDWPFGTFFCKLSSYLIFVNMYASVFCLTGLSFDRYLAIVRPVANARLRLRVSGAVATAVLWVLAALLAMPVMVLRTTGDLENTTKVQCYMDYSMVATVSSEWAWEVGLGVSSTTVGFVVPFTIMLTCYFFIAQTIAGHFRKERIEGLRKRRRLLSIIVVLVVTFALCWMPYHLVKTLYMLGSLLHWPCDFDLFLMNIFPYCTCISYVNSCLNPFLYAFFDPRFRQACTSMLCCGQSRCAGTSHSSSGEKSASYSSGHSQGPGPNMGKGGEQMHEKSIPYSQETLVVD
Mdm2 MdmX PPI: human Mdm2/MdmX binding inhibition; SaOS-2 split-luciferase Mdm2/MdmX complementation, luminescence; 3% of 330,000 active; O15151+Q00987; inhibition, % at 8 µM;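 active = inhibition of at least 50% at 8 µM in the primary screen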
APJ agonist: agonists of human APJ apelin receptor | P35414 | CHO-K1 APJ PathHunter beta-arrestin, luminescence; 0% DMSO wells, 100% apelin | activation, % at 20 µM | 0.11% of 330,000 active | AID 2520;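 active = activation more than six SD over the plate average, tested at 20 µM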;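 note: 0% = DMSO alone and 100% = apelin-13 at 10 nM; some results filed as inactive read as strong as hits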
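Test system: CHO-K1 APJ beta-arrestin complementation cell line. Amount: cell density 1000 per well. Controls: DMSO negative, 10 nM Apelin-13 positive. Signal: luminescent beta-gal fragment complementation, chemiluminescent substrate. Read-out basis: agonist-driven arrestin binding to APJ. Timing: compound stimulation 90 min at 25 °C, detection 60 min.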
CHOP UPR activ: activators of apoptotic arm of unfolded protein response (CHOP) | CHO-CHOP luciferase reporter, UPR activation, luminescence; percent of tunicamycin response over DMSO baseline | activation, % at 10 µM | 0.34% of 330,000 active;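 active = at 10 µM dose, activation of 40% or more, normalized to positive control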;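 note: 100% = tunicamycin at 10 µg/mL and 0% = DMSO alone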
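System: CHO-CHOP luciferase reporter cell line; amount: 500 cells/well; buffer or medium: F12 medium containing 10% fetal bovine serum; incubation: 6 h compound exposure at 37 °C after overnight seeding; measured by: luciferase luminescence after 10 min with Steady-Glo reagent; evaluation: % reporter activation, DMSO baseline versus tunicamycin full activation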
Active calls of the source: *; · = not tested or not shown. Only part of the results is shown; the hit share may differ from the screen's.

SMILES	EBI2 block	UPR XBP1 act	CCR6 antagonist	CXCR6 block	tim23-1 inh	APJ antag	Mdm2 MdmX PPI	APJ agonist	CHOP UPR activ
CCOC(=O)Cc1ccc(NC(=O)c2ccccc2Br)cc1	11	6	1	-6	10	9	-6	-4	5.5
Cc1ccc(S(=O)(=O)N2CCCCC2)cc1NC(=O)Cn1cnnn1	1	-1	13	3	12	8	23	-4	-2.5
CCOCC(O)CSCc1ccc(Cl)cc1 (configuration not stated)	-5	1	8	0	10	-5	4	0	0.6
Cc1ccc(NS(=O)(=O)c2ccc(-c3cnc(C4CC4)o3)cc2)c(C)c1	-11	5	4	-1	51*	3	77*	-7	3.2
Cc1c(NC(=O)c2cc(-c3ccc(Cl)c(Cl)c3)on2)c(=O)n(-c2ccccc2)n1C	6	6	11	2	21	-13	0	-1	-0.3
COCCCNCCCOc1ccc(C)cc1Br	16	-1	10	-4	-1	-26	0	-4	2.0
Cc1ccc(NCc2nnc(SCC(=O)N3CCc4ccccc43)n2C)cc1	1	-3	5	-6	-14	1	21	-4	0.0
CN(C)c1ccc(C(=O)/C=C/c2cccnc2)cc1	36	-9	11	1	19	-11	20	-2	4.5
O=[N+]([O-])c1ccc(NCc2ccc3c(c2)OCO3)cc1	1	-1	13	5	30	-4	-13	2	3.4
Cc1nn(-c2ccccc2)c(Cl)c1C(=O)NCCN(C)C	-6	-6	12	-4	2	3	16	-3	-1.3
COc1ccc(-c2nc(N3CCC(C)CC3)[nH]c(=O)c2C#N)cc1	3	2	-9	3	-1	9	17	2	-0.1
O=C(NOCc1ccccc1)c1ccc(Cl)cc1Cl	6	-7	4	-6	18	24	14	0	-7.2
CC1(C)CC2CC(C)(CN2S(=O)(=O)c2ccc(F)cc2F)C1 (configuration not stated)	0	-2	11	0	52*	8	0	-3	-0.9
S=C(Nc1ccc(Br)cc1Cl)NN1CCOCC1	-2	0	3	3	17	27	8	-2	-1.1
O=C(Nc1nccs1)c1cc2c(s1)CCCCC2	-6	-16	-6	-18	58*	5	33	1	-9.2
N/C(=N\OC(=O)c1cccc(Cl)c1)c1cccnc1	0	-3	-17	-9	39	-102	-19	7	2.8
O=C(c1ccc(S(=O)(=O)Cc2ccccc2F)c([N+](=O)[O-])c1)N1CCCC1	-28	-1	-14	-18	22	-40	28	5	1.9
Cc1ccc(NC(=S)NC2CC3CCC(C2)N3Cc2ccco2)cc1C (configuration not stated)	1	1	4	-3	3	7	3	3	0.9
Cc1ccc(S(=O)(=O)N2CC3(C)CN(S(=O)(=O)c4ccc(C)cc4)CC(C)(C2)C3)cc1	-4	1	-1	-11	-8	6	24	-2	-1.5
COc1cc(C)c(Br)cc1S(=O)(=O)N1CCOCC1	-9	-2	18	3	-6	8	7	-4	-0.3
COCCCNc1nc(N)c([N+](=O)[O-])c(N2CCCCCC2)n1	-2	4	2	5	14	6	28	-1	-3.2
CCN1C(=O)NC(c2cccnc2)C(C(=O)OC)=C1C (configuration not stated)	-1	1	-5	-6	10	6	-23	-4	0.2
O=C(Nc1nc(-c2ccc3c(c2)Cc2ccccc2-3)cs1)c1ccccc1	-22	-1	1	-4	-5	-8	-21	-1	0.4
O=C1C(Cl)=C(N2CCN(Cc3ccccc3)CC2)C(=O)N1Cc1ccccc1	27	-2	15	3	26	10	13	-7	0.0
COc1ccc(OC)c(C(=O)COC(=O)c2c(OC)cccc2OC)c1	3	-2	12	-19	17	-4	21	-3	0.0
O=C(CCN1CCN(C(=O)c2ccccc2)CC1)c1ccc(Br)cc1	14	-6	0	-5	31	9	4	-3	-0.3
COc1ccc(CCNC(=O)c2ccc(NS(=O)(=O)c3ccc4[nH]c(=O)[nH]c4c3)cc2)cc1	1	-3	-1	-4	13	-10	8	-3	2.6
CCOc1ccc(C(=O)O[C@H]2[C@H](Cc3ccccc3)NS(=O)(=O)[C@H]3C[C@@H]4C=C[C@]23O4)cc1	5	-2	15	2	11	-12	7	-1	0.0
COc1ccc(C)cc1NC(=O)c1cc(S(=O)(=O)N2CCCC2)cn1C	0	1	11	3	2	8	-5	2	0.2
COC(=O)c1c(NC(=O)Cc2ccccc2)sc2c1C(C(=O)OC)CC2 (configuration not stated)	4	0	14	-1	27	-6	2	0	-0.4
Cc1cc(/C=C2/NC(=O)N(Cc3ccccc3F)C2=O)c(C)n1C(C)C	0	4	8	1	-9	3	14	-4	3.3
COc1ccccc1C(=O)NC(C(=O)NCCc1nc2ccccc2[nH]1)=C(C)C	-4	-3	4	-5	5	-3	-11	3	1.9
COCCCNC(=S)Nc1cccc2ncccc12	-10	3	2	-17	11	-34	8	0	0.1
O=S(=O)(c1ccc(S(=O)(=O)N2CCCC2)cc1)N1CCCCC1	·	7	-1	·	-2	6	1	2	0.9
Nc1ncnc2c1ncn2[C@@H]1O[C@H](CO)[C@@H](O)[C@H]1O	7	-6	0	-6	-9	-12	-5	-3	-0.1
CN(C)S(=O)(=O)c1ccc(NC(=O)CN2CCN(C(c3ccccc3)c3ccccc3)CC2)cc1	0	1	4	-5	-14	8	14	-3	0.1
CSc1nnc(C)c(/C=C/Nc2ccc(Cl)cc2)n1	9	-1	4	4	38	2	-3	-6	1.1
COc1cc(NC(=O)[C@H](C)NC(=O)N2CCn3c2nc2ccccc23)cc(OC)c1	-1	2	-3	5	20	9	9	0	-0.1
COc1ccc(C)cc1NC(=O)C(=O)NNC(=O)c1ccco1	4	-2	7	-2	8	-4	4	-6	1.6
Cc1ccccc1CSc1nnnn1-c1ccc(C(N)=O)cc1	-5	-2	8	-18	19	4	28	-3	0.1
Cc1sc2nc(CN3CCOCC3)nc(N3CCOCC3)c2c1C	-1	-4	9	10	11	13	17	0	-1.3
CCOc1ccccc1NC(=O)Cn1c(=O)sc2ccccc21	-2	-2	10	11	16	17	20	-1	0.4
N#Cc1ccsc1NC(=O)CCS(=O)(=O)c1ccccc1	8	-1	-4	-4	18	5	0	6	2.7
O=C(COC(=O)CC1CC2CCC1C2)Nc1cc([N+](=O)[O-])ccc1F (configuration not stated)	0	-2	20	1	6	10	15	-2	-1.1
CCN(CC(=O)Nc1c(F)cccc1F)C(=O)CNC(=O)c1ccc(Br)o1	-4	-1	13	3	10	1	6	-1	-0.9
COc1ccc(NC(=O)CN(C)CC(=O)NCCc2ccc(F)cc2)cc1	3	-1	-1	-7	16	15	9	-5	0.5
COc1cccc(C=NCCCN=Cc2cccc(OC)c2O)c1O	-11	-3	7	1	29	16	28	-3	1.3
Cc1cc(C)n(CC2CC(=O)N(c3ccccc3)C2=O)n1 (configuration not stated)	-9	3	5	0	4	6	-3	-2	0.9
CCn1c(SCC(=O)Nc2cc(NC(C)=O)ccc2OC)nnc1-c1cccnc1	-7	1	-4	-4	11	7	4	-1	-0.2
Cc1cc(OCc2cn3cccnc3n2)ccc1Cl	-17	2	-7	-4	-9	6	-32	1	1.4
C=CCNc1nc(N)c([N+](=O)[O-])c(NCc2ccccc2)n1	-4	29	3	-5	20	-15	13	0	-1.3
Cc1ccc(NC(=O)C2CCCN2C(=O)c2cccs2)c(C)c1 (configuration not stated)	-15	-1	6	5	-3	11	7	-1	1.4
COc1cc(/C=C/C(=O)O)cc(S(=O)(=O)NNC(=O)c2cc(C)oc2C)c1OC	-6	-1	-5	-4	-2	9	21	-6	0.5
O=C(CCCOC(=O)c1ccc(O)cc1)c1ccccc1	0	0	18	0	9	11	-2	-4	2.2
CN(C)C(=S)NC1(C)CCS(=O)(=O)C1 (configuration not stated)	-5	-1	-11	-3	-10	-16	20	-1	0.9
OCCNc1cc(-n2nc(-c3ccccc3)cc2-c2ccccc2)ncn1	-5	-1	-21	-1	36	-4	2	7	-1.7
CN(C(=O)c1ccc(NC(=O)c2ccco2)cc1)c1ccccc1	8	-6	8	5	42	-22	11	2	2.5
C/C(CC(=O)NC1C2CC3CC(C2)CC1C3)=N\NC(=O)Cc1cccs1 (configuration not stated)	-14	-1	8	-2	28	10	-27	-1	1.4
Cc1nc2sc3c(c2c(=O)n1NC(=O)CCBr)CCCC3	-16	-6	2	2	26	12	15	-3	-2.4
CCc1ccccc1NC(=O)c1cc(-c2cccs2)on1	6	4	12	2	1	11	8	-5	2.8

Structures above shown as hits in Mdm2 MdmX PPI.
compound	EBI2 block	UPR XBP1 act	CCR6 antagonist	CXCR6 block	APJ antag	Mdm2 MdmX PPI	APJ agonist
Cc1ccc(NS(=O)(=O)c2ccc(-c3cnc(C4CC4)o3)cc2)c(C)c1	-11	5	4	-1	3	77*	-7

Later entries
SMILES	EBI2 block	UPR XBP1 act	CCR6 antagonist	CXCR6 block	tim23-1 inh	APJ antag	Mdm2 MdmX PPI	APJ agonist	CHOP UPR activ
CCOC(=O)c1sc2ncn(C(C)C(=O)OCC)c(=O)c2c1C (configuration not stated)	-4	1	15	10	-1	11	11	-5	-1.5
CC(Oc1ccc(F)cc1)C(=O)Nc1cc(S(=O)(=O)N2CCOCC2)ccc1N1CCCCC1 (configuration not stated)	8	1	14	4	18	8	26	7	0.5
C=CCn1c(C)cc(C(=O)COc2ncnc3sccc23)c1C	-7	-9	17	-3	34	11	-25	4	-1.8
CCOC(=O)c1c(C)[nH]c(C(=O)OC/C(O)=C(\C#N)c2nc3ccccc3[nH]2)c1C	-5	-1	-12	-2	7	-1	30	2	-0.3
NC(=O)NC(=O)COC(=O)CC12CC3CC(CC(C3)C1)C2	-7	2	11	0	-13	5	11	-1	-0.7
Cc1c(Cl)c(C(=O)NC2C3CC4CC(C3)CC2C4)nn1C (configuration not stated)	2	-1	-3	0	20	5	3	-2	0.0
Cc1ccc(OCC(=O)Nc2ccc(F)cc2)cc1	-6	2	-19	-3	26	4	7	-5	0.1
COc1ccc(Cc2noc(CN3CCCC(OCc4ccccn4)C3)n2)cc1OC (configuration not stated)	-7	-2	15	-11	30	2	6	-3	-1.4
CCC(C)(C)NC(=O)C1c2ccccc2Oc2ccccc21	5	-4	-3	5	15	-10	-21	-4	-1.8
COc1cccc(N(C(=O)Cc2cccs2)C(C(=O)NC2CCCC2)c2ccncc2)c1 (configuration not stated)	1	0	12	6	26	-10	4	1	6.7

A few values from the results shown:
Under CXCR6 block, `Cc1ccc(OCC(=O)Nc2ccc(F)cc2)cc1` reads -3
Under tim23-1 inh, `COc1ccc(Cc2noc(CN3CCCC(OCc4ccccn4)C3)n2)cc1OC` (configuration not stated) reads 30
